Source: PubChem BioAssay (National Center for Advancing Translational Sciences (NCATS))
CCT chaperon mod – cytosolic chaperonin activity modulation. purified chaperonin ATPase assay, HTRF ADP detection, 30 min. activity change, % (test concentration not listed), hits read low. hit rate 0.3% among 360,000; in the data active means activity change below about -30%; further: on the % scale 0 is the no-effect control and ±100 the full control effect
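Enzyme 40 or 20 nM (batch-dependent) in Tris pH 7.4/KCl/MgCl2/DTT; cpd 76 uM single point; ATP 10 uM; 30 min 37 °C; Transcreener ADP HTRF detection, 30 min RT; ratio 665/615.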
EPAC2 agonist – activates human EPAC2 exchange factor | EPAC2 activation, biochemical qHTS; response scale: 100% = 6.5 mM cAMP response | Potency, µM (titrated, usually from 154 µM), without a hit: at the top dose activation, most hits filed as activators | hit rate 0.079% among 360,000 | Q8WZA2; further: potency means the concentration at half of the fitted maximal effect; nearly all actives have a fitted effect of over 50% in size
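Compounds were added across a concentration range to EPAC2 (100 nM), RAP1B-BODIPY-GDP (250 nM) and GDP (50 uM). After 5 min at room temperature, fluorescence was recorded at 5-min intervals for 30 min.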
Mm-Cpn inhibitor – inhibitors of Methanococcus maripaludis chaperonin (MmCpn). purified Mm-Cpn ATPase, ADP Transcreener TR-FRET. Potency, µM (highest dose often 76.9 µM), inactives show at the highest dose activity, negative = inhibition, actives largely listed as inhibitors. hit rate 0.031% among 330,000; further: potency means the concentration at half of the fitted maximal effect; on the % scale 0 is the no-effect control and ±100 the full control effect; nearly all actives have a fitted effect of over 80% in size
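Purified archaeal chaperonin (25 nM final) was preincubated with compound for 10 min at 37°C, then ATP (10 uM final) was added for 30 min at 37°C in Tris pH 7.4/KCl/MgCl2/DTT buffer. ADP was quantified by HTRF Transcreener TR-FRET.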
DRD3 agonist – agonists of human D3 dopamine receptor; P35462; D3R DiscoveRx beta-arrestin cells, luminescence, 90 min; max activation, %; hit rate 0.58% among 410,000; AID 652048; in the data active means max activation above about 30%; further: 0% is about no effect; mostly tested at two doses, the higher about 12 µM
Target sequence (P35462 whole entry, looked up): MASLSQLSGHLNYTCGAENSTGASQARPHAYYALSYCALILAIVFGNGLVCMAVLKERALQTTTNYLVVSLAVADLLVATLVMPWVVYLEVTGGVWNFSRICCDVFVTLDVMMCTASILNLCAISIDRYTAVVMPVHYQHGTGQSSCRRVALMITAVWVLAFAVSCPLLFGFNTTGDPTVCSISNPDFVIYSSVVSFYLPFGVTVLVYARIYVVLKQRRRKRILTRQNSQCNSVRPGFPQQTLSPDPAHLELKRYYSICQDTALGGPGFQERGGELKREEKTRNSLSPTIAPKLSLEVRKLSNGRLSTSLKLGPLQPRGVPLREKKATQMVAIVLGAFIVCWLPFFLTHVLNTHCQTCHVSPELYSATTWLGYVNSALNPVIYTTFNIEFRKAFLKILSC
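Agonist-mode cell screen: cells plated at 1500/well and incubated overnight at 37 °C, then exposed to library compounds for 90 min at 37 °C. Detection reagent was added for 30–60 min at room temperature, and luminescence was read.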
PTHR1 ag – agonists of human PTHR1 parathyroid hormone receptor | Q03431 | HEK293 GP2 PTHR1 cells, GloSensor cAMP luminescence, 1 h | Potency, µM (highest dose often 115 µM), without a hit: top-dose activation, most hits filed as activators | hit rate 0.075% among 410,000; further: potency means the concentration at half of the fitted maximal effect; nearly all actives have a fitted effect of over 55% in size; some results filed as inactive show a strong effect at the top dose; inactives centre near -15; many of its hits are not listed in these tables
Target sequence (Q03431 whole entry, looked up): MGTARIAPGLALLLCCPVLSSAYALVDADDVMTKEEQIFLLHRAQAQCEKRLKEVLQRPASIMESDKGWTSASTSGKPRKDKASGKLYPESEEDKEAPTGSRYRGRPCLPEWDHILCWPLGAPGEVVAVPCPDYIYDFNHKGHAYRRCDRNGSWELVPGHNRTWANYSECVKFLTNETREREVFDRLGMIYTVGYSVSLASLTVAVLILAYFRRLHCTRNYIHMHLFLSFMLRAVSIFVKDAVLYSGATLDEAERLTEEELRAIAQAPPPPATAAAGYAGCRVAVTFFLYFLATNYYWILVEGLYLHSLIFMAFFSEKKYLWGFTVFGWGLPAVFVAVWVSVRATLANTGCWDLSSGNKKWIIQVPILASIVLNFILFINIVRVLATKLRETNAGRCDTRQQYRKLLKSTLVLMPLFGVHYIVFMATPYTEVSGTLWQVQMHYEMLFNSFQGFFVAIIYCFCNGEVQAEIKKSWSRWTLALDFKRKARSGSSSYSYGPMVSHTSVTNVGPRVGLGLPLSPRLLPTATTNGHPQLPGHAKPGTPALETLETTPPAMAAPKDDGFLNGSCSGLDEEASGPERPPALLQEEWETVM
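HEK-293-derived GP2 cells expressing PTHR1 and a GloSensor cAMP reporter, 3,000/well, plated overnight, given luciferin plus IBMX (each 0.5 mM as added) for 1 h at 37 °C, then compound for 1 h at 37 °C. Luminescence was read after 15 min at room temperature.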
DRD3 antagonist – D3 dopamine receptor (human) antagonism | D3R cells, DiscoveRx beta-arrestin luminescence, antagonist mode; active compounds read low | max response, negative = inhibition, % | hit rate 2.5% among 360,000; in the data active means max response below about -50%; inconclusive means no clear call, values can overlap the other calls; further: on the % scale 0 is the no-effect control and ±100 the full control effect; mostly tested at two doses, the higher about 12 µM
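Cells expressing the human receptor were seeded at 1500 cells/well, incubated overnight at 37 degrees C in 5% CO2, then exposed to library compounds with dopamine controls for 90 minutes at 37 degrees C before luminescent detection.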
EPAC2 antag – blocks human EPAC2 exchange factor | hit rate 0.18% among 360,000 | Potency, µM (top dose mostly 114 µM), for inactives: at the top dose activity, negative = inhibition, hits mostly inhibitors | AID 720708 | EPAC2 GEF exchange of Rap1B-BODIPY-GDP, fluorescence | Q8WZA2; further: potency means the concentration at half of the fitted maximal effect; on the % scale 0 is the no-effect control and ±100 the full control effect; nearly all actives have a fitted effect of over 45% in size; many of its hits are not listed in these tables
Akt phos inh – blocks phosphorylation of Akt. Neuro2A IGF-stimulated pAkt S473 HTRF, 20 min; active compounds read low. activity change, % for hits at 50 µM. hit rate 0.32% among 360,000. AID 651550; in the data active means activity change below about -80%; inconclusive means mostly about -51% to -80%; further: on the % scale 0 is the no-effect control and ±100 the full control effect
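Neuro2A cells (4,500/well, DMEM with 0.5% FBS) were treated with compound at a single 50 µM final concentration, stimulated with 6 nM IGF for 20 min at 37 °C, and lysed. Phospho-Akt Ser473 was read by HTRF as 665/615 ratio ×10^4.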
* marks the source's active call; other numbers are inactive results; i = inactive; u = inconclusive; x = not tested or not shown; [ ] = remark or other dose. Unless noted, the call rests on the fitted dose curve; in most records, active means well fitted curve in the direction sought with a large enough effect; inconclusive means small, poorly fitted or top-dose-only effect, or another doubt; inactive means no such curve, though single readings can be large; an effect the other way counts as inactive or inconclusive.

Values in the order – CCT chaperon mod, EPAC2 agonist, Mm-Cpn inhibitor, DRD3 agonist, PTHR1 ag, DRD3 antagonist, EPAC2 antag, Akt phos inh
OC(c1ccccc1)c1nc(-c2cc(F)cc(F)c2)cs1 (centres undefined)
  0.7, 15%, x, -14, -5%, 0, u, x
CCOC(=O)c1sc(=S)n(-c2ccccc2Cl)c1C
  -0.1, 7%, 2%, -9, -24%, -7, -10%, i
COc1cccc(CNC(=O)CSCc2cnn(-c3ccccc3)c2-n2cccc2)c1
  -1.6, 5%, -2%, 0, -24%[57.5 µM], 29, -5%, i
O=C(Cc1ccccc1)NCCCN1CCN(CCCNC(=O)Cc2ccccc2)CC1
  0.3, -1%, -1%, 1, i, 6, 5%, i
Cc1ccc(OCC(=O)NCCCNC(=O)c2ccccn2)cc1C
  -0.4, 8%, -1%, 1, -24%, 16, -1%, i
O=C(COc1ccccc1[N+](=O)[O-])Nc1ccc(NC(=O)c2cc3ccccc3o2)cc1
  0.0, -2%, -2%, -2, i, 0, 1%, i
COCCNC(=S)Nc1ccc(N2CCCCC2)cc1
  -2.0, 8%, 1%, -4, -7%, -11, 7%, i
Cn1c(=O)c2c(nc(Oc3cccc(O)c3)n2C)n(C)c1=O
  -0.6, 4%, -1%, 1, i, 21, -2%, i
FC(F)(F)c1cc(Cl)c2nnc(-c3ccccn3)n2c1
  -1.8, -3%, 0%, 1, i, 11, 3%, i
O=C(NNC(=O)c1ccccc1[N+](=O)[O-])c1ccc(NC(=O)c2ccccc2)cc1
  -5.9, 12%, 0%, -9, i, -7, -5%, i
COc1ccc2oc(C(=O)N(Cc3ccco3)Cc3cccs3)c(C)c2c1
  -0.7, 4%, -3%, 2, -16%, 29, -8%, i
CC(C)c1ccc(CC(=O)N2CCC2(C)C(=O)Nc2cnc3ccccc3c2)cc1 (centres undefined)
  2.3, 7%, x, 9, -35%, 21, -17%, i
Cc1ccccc1NC(=O)c1ccc(-n2cncn2)nc1
  -2.6, 13%, -1%, -2, 1%, 8, 6%, i
COc1ccc(-c2noc(CNS(=O)(=O)c3ccc(NC(C)=O)cc3)n2)cc1OC
  0.4, 6%, -2%, 2, u, -15, 15%, i
c1ccc(OCCCn2nnc(-c3ccncc3)n2)cc1
  -1.1, 6%, 1%, -14, -4%[57.5 µM], -8, 3%, i
O=C(c1ccco1)N1CCn2c1nc1ccccc12
  -4.6, 8%, -2%, -13, 8%[57.5 µM], 1, -4%, i
CCOC(=O)COc1cc2oc(=O)cc(C)c2cc1[N+](=O)[O-]
  -0.5, 1%, 3%, 5, -13%, -9, 3%, i
O=C(Oc1ccc[nH]c1=O)c1cccc(Cl)c1
  -2.6, 3%, 0%, -4, -1%, u, 11%, i
Cc1ccc(S(=O)(=O)Nc2cccc3c2O[C@H](CN(C)C(=O)Nc2cccc4ccccc24)[C@H](C)CN([C@H](C)CO)C3=O)cc1
  0.3, 2%, 1%, -5, -17%, -19, -6%, i
O=C(CN1C(=O)C2CC=CCC2C1=O)NCc1cccs1 (centres undefined)
  2.4, 4%, -9%, 2, i, 7, 0%, i
O=C(N/N=C/c1ccc(F)cc1)c1ccc(-n2cnnn2)cc1
  0.7, 3%, -2%, -12, -32%, 2, 3%, i
CS(=O)(=O)Nc1nc2n(n1)C(c1ccccc1)C=C(c1ccc(Br)cc1)N2 (centres undefined)
  -3.6, 20%, -8%, 14, -17%, 32, 26%, i
COc1ccccc1C(=O)Nc1ccc(NC(=O)c2ccco2)c(C)c1
  1.0, 0%, 0%, -5, -42%[inhibitor][57.5 µM], 3, 12%, i
Cc1cc2nc(CSc3ccccc3)cc(=O)n2[nH]1
  -1.9, 11%, -6%, 3, 1%, -7, -3%, i
O=C1C(=NO)CC(c2ccccc2)N1c1ccccc1 (centres undefined)
  2.4, 3%, x, 4, i, 8, 12%, i
O=C(NN1CCOCC1)c1cc(S(=O)(=O)Nc2cccc(C(F)(F)F)c2)ccc1Cl
  -2.5, -1%, 2%, 6, -16%, 8, 4%, i
CCOC(=O)N1CCN(C(=O)c2ccc(NC(=O)c3ccc(C)cc3)cc2)CC1
  -1.6, -3%, 1%, 24, -19%, 64, -2%, i
COc1ccc(NS(=O)(=O)c2cc(NC(=O)c3ccc(S(=O)(=O)N(C)C)cc3)ccc2N2CCOCC2)cc1
  -0.5, -2%, -7%, 8, i, 17, 1%, i
CN(Cc1ccccc1)S(=O)(=O)c1ccc(C(=O)Nc2nnc(C3CC3)o2)cc1
  1.0, 9%, 1%, -7, -11%, -63*, -11%, i
NC(=O)c1ccc(NC(=O)COC(=O)CCC2CCCC2)cc1
  -1.2, 0%, x, 3, -24%, 22, -6%, i

4 compounds from above, limited to Akt phos inh and PTHR1 ag.
compound	Akt phos inh	PTHR1 ag
COc1ccc(-c2noc(CNS(=O)(=O)c3ccc(NC(C)=O)cc3)n2)cc1OC	i	u
c1ccc(OCCCn2nnc(-c3ccncc3)n2)cc1	i	-4%[57.5 µM]
O=C(c1ccco1)N1CCn2c1nc1ccccc12	i	8%[57.5 µM]
CCOC(=O)COc1cc2oc(=O)cc(C)c2cc1[N+](=O)[O-]	i	-13%

Next part
Values in the order – CCT chaperon mod, EPAC2 agonist, Mm-Cpn inhibitor, DRD3 agonist, PTHR1 ag, DRD3 antagonist, EPAC2 antag, Akt phos inh
CC1(C(=O)NNC(=O)C2CCCCC2)CC1(Cl)Cl (centres undefined)
  -1.8, 9%, 1%, 9, i, 3, 2%, i
COc1ccc(Br)cc1-c1nc(CCl)cs1
  -1.4, 18%, u, 0, i, 7, 0%, i
O=C(COc1ccc(C(F)(F)F)cc1[N+](=O)[O-])Nc1cccc(C(F)(F)F)c1
  4.1, -7%, -1%, -16, i, 16, 1%, i
COC(=O)c1ccc(COc2ccc(F)cc2)o1
  -4.2, 7%, 1%, -3, -1%, -2, -13%, i
Cc1sc(NC(=O)C2CC=CCC2C(=O)O)c(C(=O)OC(C)C)c1C (centres undefined)
  2.2, -1%, -2%, 2, -4%, -3, 4%, i
Cc1cc(C(=O)Nc2ccncc2)c(C)o1
  -2.2, -1%, x, 9, -1%, 14, -5%, i
COc1ccc(Cn2c(C3CC3)nc3ccc(NC(=O)c4ccco4)cc3c2=O)cc1
  1.7, 0%, -1%, 5, -22%, 3, -8%, i
S=c1[nH]nc(C2COc3ccccc3O2)o1 (centres undefined)
  3.4, 2%, 2%, -4, u, -15, 4%, i
COc1ccc(C)cc1NC(=O)C1CCN(S(C)(=O)=O)CC1
  2.5, 0%, -2%, -3, -34%[inhibitor], 10, -5%, i
O=[N+]([O-])c1ccccc1/C=N\N1CCN(c2ccccc2)CC1
  0.6, 2%, 1%, 1, -75%[inhibitor], 21, 4%, i
O=C(Cc1ccccc1)Nn1c(-c2ccccc2F)nc2ccccc2c1=O
  1.7, 6%, -2%, 5, -8%, 14, 0%, i
Cc1ccc(S(=O)(=O)NC2CC(C)(C)NC(C)(C)C2)c(C)c1C
  2.4, 2%, 0%, 2, i, 18, 4%, i
CCC(CC)NC(=O)COC(=O)c1cccc(C)c1O
  -1.5, -6%, 0%, -7, i, 3, -5%, i
CCN1CCCc2cc(CN(CCN3CCOCC3)C(=S)Nc3ccc(C)cc3)ccc21
  1.1, 14%, 3%, -13, i, 17, 1%, i
COc1cc(OC)cc(C(=O)Nc2ccc(CN3CCCCC3)cc2)c1
  -5.0, 12%, 0%, -9, i, -13, 11%, i
O=C(Nc1cc(Cl)ccc1N1CCCCC1)c1cccs1
  -1.4, 1%, 0%, 6, -12%, 5, -4%, i
CS(=O)(=O)N(CC(=O)N1CCN(Cc2ccc3c(c2)OCO3)CC1)c1ccc2c(c1)OCO2
  -4.9, 11%, 0%, -24, i, u, 1%, i
CC1CCN(C(=O)C2CCN(S(=O)(=O)c3cccnc3)CC2)CC1
  -7.0, 1%, 0%, -2, i, -11, 5%, i
COc1ccc(-c2sc(NC(=O)c3ccc(C)cc3)nc2-c2ccc([N+](=O)[O-])cc2)cc1
  -0.8, 5%, 0%, -5, i, u, 7%, i
COc1ccc(NC(=O)CN2CCN(C3c4ccccc4-c4ccccc43)CC2)cc1
  -1.1, 16%, -1%, 17, -8%[57.5 µM], -16, -6%, i
CC(=O)c1ccc(NC(=O)CN2C(=O)/C(=C/C=C/c3ccccc3)SC2=S)cc1
  -0.7, -53%[inhibitor], 2%, -3, i, 5, 6%, i
CC(=O)N1CCN(S(=O)(=O)c2cccc(C(=O)NCCc3ccc(Cl)cc3)c2)CC1
  1.7, 4%, 1%, -2, i, 10, -2%, i
COc1ccc2[nH]c(C)c(CCNC(=S)Nc3cc(C)ccc3C)c2c1
  -2.3, -1%, -8%, -5, -2%, u, 1%, i
Cc1onc(-c2ccccc2Cl)c1C(=O)NCc1ccccc1F
  -0.6, 4%, -2%, 5, -10%, 8, 2%, i
CC(C)(C)c1nnc(NC(=O)c2cc(-c3ccccc3)nc3ccccc23)s1
  0.7, 9%, -2%, 1, i, 16, -4%, i
CSc1nc2c(c(=O)n1-c1ccccc1)SCC2
  -2.9, -3%, 1%, -7, i, 6, 5%, i
CO/N=C/c1cc([N+](=O)[O-])ccc1Sc1ccc(C)cc1
  1.5, 5%, 3%, 4, i, -20, 12%, i
O=C(O)Cc1ccc(OCc2ccc(Cl)nc2)cc1
  -2.5, 11%, 0%, 4, i, -9, 3%, i

Some of the entries so far, bar-delimited:
SMILES | CCT chaperon mod | EPAC2 agonist | Mm-Cpn inhibitor | DRD3 agonist | PTHR1 ag | DRD3 antagonist | EPAC2 antag | Akt phos inh
Cc1onc(-c2ccccc2Cl)c1C(=O)NCc1ccccc1F | -0.6 | 4% | -2% | 5 | -10% | 8 | 2% | i
CC(C)(C)c1nnc(NC(=O)c2cc(-c3ccccc3)nc3ccccc23)s1 | 0.7 | 9% | -2% | 1 | i | 16 | -4% | i
CSc1nc2c(c(=O)n1-c1ccccc1)SCC2 | -2.9 | -3% | 1% | -7 | i | 6 | 5% | i
CO/N=C/c1cc([N+](=O)[O-])ccc1Sc1ccc(C)cc1 | 1.5 | 5% | 3% | 4 | i | -20 | 12% | i

These rows are one share of the data; count on the stated rates, not on these rows.
